Screens as filed in PubChem.
GRK2 inh – inhibitors of human GRK2 displacing RNA aptamer. 330,000 tested, 0.59% active. inhibition of aptamer binding, % at 10 µM. bead flow cytometry, FAM-aptamer displacement from GRK2. P25098;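 active = inhibition of aptamer binding above 40%, roughly 3 SD of noise, on plates passing a quality check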;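 also: median bead fluorescence of bound FAM aptamer so fluorescent compounds give negative values; no value below 0 was filed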
MCL1-BIM inh – inhibitors of human MCL1 binding to BIM-BH3 peptide. GST-MCL1 / FITC-Bim-BH3 fluorescence polarization. Q07820. inhibition, % at 10.9 µM. 320,000 tested, 0.68% active. AID 2057;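 active = inhibition above the mean inhibition of all tested compounds plus 3 SD, set per campaign, cut at about 40% in these data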;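 also: 0% = DMSO wells and 100% = unlabeled Bim-BH3 peptide control; higher means more loss of mP so more displacement of Bim peptide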
CIT2-GFP yeast – yeast TOR pathway CIT2-GFP modulation. 320,000 tested, 0.065% active. S. cerevisiae CIT2-GFP strain, flow cytometry, 3 h; 100 means same as DMSO wells. GFP response vs DMSO, % at 10 µM;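 active = GFP response relative to DMSO above a set limit, near the screen mean plus 3 SD, cut at about 150% in these data; inconclusive = Fewer than 70 cells measured for a yeast strain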;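 also: ratio of well median GFP fluorescence to mean of DMSO wells on the plate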
MEX-5 binding – C. elegans MEX-5 TCR-2 RNA binding activity. activity score (negative = inhibition of binding), % at 10 µM. 300,000 tested, 0.38% active. Q9XUB2. MEX-5/FITC-TCR2 RNA binding, fluorescence polarization; stronger effect = lower value;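 active = inhibition past about -25% in most replicates, and total fluorescence under double the plate's negative control median, limit read from the data; inconclusive = replicates evenly split on the limit, or fluorescence at least double controls; inactive = too little inhibition in most replicates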;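 also: 0% = DMSO and -100% = 5 µM competing unlabeled TCR2 RNA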
Yeast superoxide – lowers age-related superoxide in aged yeast cells; S. cerevisiae aged cells, superoxide DHE fluorescence; stronger effect = lower value; superoxide response (% of plate mean), % at 10 µM; 330,000 tested, 0.18% active; AID 2690;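 active = superoxide response under a set limit, about three screen SD below normal, cut at about 65% in these data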;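 also: yeast aged for seven days with compound at 30 °C before DHE staining; 100% = average MFI of all compound-treated wells on the plate with controls excluded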
Bcl-xL primary – Bcl-xL (human) inhibition; 320,000 tested, 0.7% active; AID 2129; inhibition, % at 10.9 µM; GST-Bcl-xL / FITC-Bim BH3 peptide fluorescence polarization; Q07817;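 active = inhibition above the mean of all tested compounds plus 3 SD, cutoff set per campaign, cut at about 30% in these data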;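 also: 0% = DMSO wells and 100% = unlabeled Bim-BH3 peptide competitor; inhibitors lower millipolarization by displacing the labeled peptide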
GLD-1 RNA inh – GLD-1-TGE RNA interaction inhibition (C. elegans); Q17339; purified GLD-1 + fluorescein TGE RNA, fluorescence polarization; AID 2280; 320,000 tested, 0.44% active; inhibition, % at 5.96 µM;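 active = percent inhibition above a per-plate cutoff, the plate mean of test compounds plus 3 SD, cut at about 30% in these data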;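 also: 0% = DMSO wells with GLD-1 and probe and 100% = wells lacking GLD-1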
VLA-4 inh – inhibition in a human VLA-4 binding assay. inhibition, % (about 7 µM as worked out from the volumes in the protocol). P13612. 330,000 tested, 0.2% active. VLA-4 expressing cells, ligand binding flow cytometry; in the data active = inhibition above about 50%
Target sequence (P13612 whole entry, looked up): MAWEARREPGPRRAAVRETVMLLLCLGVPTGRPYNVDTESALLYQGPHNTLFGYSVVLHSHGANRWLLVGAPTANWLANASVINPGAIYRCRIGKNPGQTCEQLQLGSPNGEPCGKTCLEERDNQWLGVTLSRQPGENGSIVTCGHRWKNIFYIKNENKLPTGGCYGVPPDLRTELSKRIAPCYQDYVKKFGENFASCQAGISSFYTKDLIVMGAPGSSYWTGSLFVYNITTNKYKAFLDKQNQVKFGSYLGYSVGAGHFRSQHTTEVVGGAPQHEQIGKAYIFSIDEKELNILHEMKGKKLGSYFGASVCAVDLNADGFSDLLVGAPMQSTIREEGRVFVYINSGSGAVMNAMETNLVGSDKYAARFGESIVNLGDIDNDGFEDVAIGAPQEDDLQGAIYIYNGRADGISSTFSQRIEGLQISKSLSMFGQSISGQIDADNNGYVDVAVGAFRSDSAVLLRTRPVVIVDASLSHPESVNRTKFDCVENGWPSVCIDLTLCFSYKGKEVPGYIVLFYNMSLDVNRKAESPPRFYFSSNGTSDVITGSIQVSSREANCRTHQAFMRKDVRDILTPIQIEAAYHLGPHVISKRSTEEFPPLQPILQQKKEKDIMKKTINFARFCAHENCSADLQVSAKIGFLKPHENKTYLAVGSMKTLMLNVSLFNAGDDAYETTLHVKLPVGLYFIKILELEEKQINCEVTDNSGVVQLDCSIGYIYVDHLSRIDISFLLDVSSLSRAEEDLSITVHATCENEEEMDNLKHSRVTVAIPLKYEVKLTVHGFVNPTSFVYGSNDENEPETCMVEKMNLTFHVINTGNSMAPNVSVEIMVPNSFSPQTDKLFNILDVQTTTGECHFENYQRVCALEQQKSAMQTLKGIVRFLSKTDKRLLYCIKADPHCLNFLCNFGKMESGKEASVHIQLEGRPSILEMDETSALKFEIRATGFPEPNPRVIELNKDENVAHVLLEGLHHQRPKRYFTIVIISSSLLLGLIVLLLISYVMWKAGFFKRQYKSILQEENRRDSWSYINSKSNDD
AGP1 TOR yeast – yeast TOR pathway AGP1-GFP modulation | S. cerevisiae AGP1-GFP multiplex flow cytometry, 3 h; GFP as percent of DMSO wells | GFP response vs DMSO, % at 10 µM | 320,000 tested, 0.02% active | AID 2066;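 active = GFP response relative to DMSO above a set limit, near screen average plus 3 SD, cut at about 150% in these data; inconclusive = fewer than 70 cells counted for the yeast strain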;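 also: median GFP channel fluorescence of the gated AGP1 strain per well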
The depositor's hits bear a star; i = inactive; ? = inconclusive; · = not tested or not shown.

Compound,GRK2 inh,AGP1 TOR yeast,VLA-4 inh,CIT2-GFP yeast,Bcl-xL primary,MCL1-BIM inh,MEX-5 binding,Yeast superoxide,GLD-1 RNA inh
COCC1=C(C(=O)OC)C(c2cccs2)n2ncnc2N1 (stereo not given),2,100,14,96,6,6,-1.2,113,-3
O=C1C2C3C=CC(C3)C2C(=O)N1c1cccc(N2C(=O)C3C4C=CC(C4)C3C2=O)n1 (stereo not given),1,104,6,100,14,17,-0.2,91,14
O=C(NCc1ccco1)c1cccc(Nc2nc3ccc(Br)cc3[nH]2)c1,0,104,-10,99,4,9,-0.4,105,11
O=C(COc1ccccc1O)N1CCN(C(=O)c2ccco2)CC1,0,·,0,108,6,-2,0.8,102,4
CNC(=O)COC(=O)c1cc(SC)ccc1Cl,0,102,-1,101,0,6,1.7,101,8
CC(C)(C)C(=O)NC(NC(=S)Nc1sc2c(c1C#N)CCCC2)C(Cl)(Cl)Cl (stereo not given),0,104,-22,94,0,-8,1.3,126,-2
Cc1ccc(N2CN(S(=O)(=O)c3cccc([N+](=O)[O-])c3)c3nc4ccccc4nc32)cc1,0,85,-3,96,2,3,-2.6,·,-1
O=C(Nc1ccc(Cl)c(Cl)c1)OCc1cnc(Cl)s1,0,102,2,103,2,-3,1.2,104,2
COc1ccc(S(=O)(=O)N(CC(=O)NCc2cccnc2)C2CCCCC2)cc1OC,0,104,1,98,5,8,2.2,89,5
COc1ccc(C(=O)Nc2ccc(NC(=O)c3ccco3)c(Cl)c2)cc1OC,0,82,32,81,3,-6,-0.7,102,-6
C=CCNC(=S)NCc1cccnc1,0,99,26,98,-2,3,0.9,92,3
COc1ccc(/C=N/NC(=O)c2ccncc2)c(C(=O)O)c1OC,1,109,3,101,4,0,-1.0,i,5
CCOC(=O)/C=c1\s/c(=C\c2ccc(-c3ccccc3)cc2)c(=O)n1CC(=O)NCc1ccc2c(c1)OCO2,2,94,0,99,0,-7,?,99,-8
COC(=O)C1=NNC2(c3ccc(Cl)cc3)C(=O)N(c3ccccc3)C(=O)C12 (stereo not given),0,101,4,96,4,0,-2.4,97,5
CCCCCN(C(=O)CCC(=O)OCc1cc(C)ccc1C)c1c(N)n(CCCC)c(=O)[nH]c1=O,0,94,1,86,1,1,2.6,98,4

Compound,GRK2 inh,AGP1 TOR yeast,VLA-4 inh,CIT2-GFP yeast,Bcl-xL primary,MCL1-BIM inh,MEX-5 binding,Yeast superoxide,GLD-1 RNA inh
Cc1ccc(S(=O)(=O)Nc2ccc(O)c3ncccc23)cc1,1,98,4,103,4,29,-6.2,90,2
CC(=O)NC(Cc1ccc(C)cc1)C(=O)NC1CCN(S(=O)(=O)c2ccccc2)CC1 (stereo not given),0,108,7,104,2,-1,-0.6,90,3
COc1ccccc1OCc1ccc(C(=O)Nc2ccccc2)cc1,0,97,6,91,4,-1,·,128,1
COc1ccc(Cl)cc1S(=O)(=O)N(C)CC(=O)N1CCCC1,1,99,8,102,6,7,-1.1,105,-3
N#Cc1ccc(C23OCCN2CCn2c3c3ccccc3[n+]2[O-])cc1 (stereo not given),4,101,4,104,·,·,·,70,7
CCN(CC)CP(=O)(c1ccccc1)c1ccccc1,1,100,12,101,-4,8,-2.6,95,1
CC1(c2ccccc2Br)NC(=O)N(CC(=O)NC2CCCCC2)C1=O (stereo not given),0,102,17,99,0,-1,·,76,5
O=C(Nc1ccc(OC(F)(F)F)cc1)c1ccccc1-n1cnnn1,0,79,21,80,·,·,·,92,-2
CC(CC(=O)N(C)C1CCCCC1)S(=O)(=O)c1ccc2c(c1)NC(=O)CO2 (stereo not given),1,102,-3,105,6,0,-1.7,102,-5
CCCOc1ccc(-c2nnc(-c3ccncc3)o2)cc1,1,93,3,97,1,1,-0.9,83,-5
O=C1OCCC1Sc1nc2cc(Cl)ccc2n1Cc1ccccc1 (stereo not given),7,98,-5,102,-6,-6,0.5,111,1
Cc1ccc(CNC(=O)C23CN(Cc4ccccc4)CC2C(c2ccc([N+](=O)[O-])cc2)=NO3)o1 (stereo not given),0,95,-2,111,2,2,-1.1,112,3
Cn1c(SC/C=C/c2ccccc2)nnc1-c1ccco1,0,99,12,90,-4,-5,-3.7,87,-4
O=S(=O)(Nc1cccnc1)c1cccc(C(F)(F)F)c1,0,103,-1,97,2,9,-2.0,110,1
CC(C)Oc1ccc(C(=O)NCCCNC(=O)c2cccnc2)cc1,0,96,17,·,4,-2,1.0,108,4

2 of these compounds in a different format:
canonical_smiles: N#Cc1ccc(C23OCCN2CCn2c3c3ccccc3[n+]2[O-])cc1 (stereo not given)
  GRK2 inh = 4	AGP1 TOR yeast = 101	VLA-4 inh = 4	CIT2-GFP yeast = 104	Bcl-xL primary = ·	MCL1-BIM inh = ·	MEX-5 binding = ·	Yeast superoxide = 70	GLD-1 RNA inh = 7
canonical_smiles: CC(=O)NC(Cc1ccc(C)cc1)C(=O)NC1CCN(S(=O)(=O)c2ccccc2)CC1 (stereo not given)
  GRK2 inh = 0	AGP1 TOR yeast = 108	VLA-4 inh = 7	CIT2-GFP yeast = 104	Bcl-xL primary = 2	MCL1-BIM inh = -1	MEX-5 binding = -0.6	Yeast superoxide = 90	GLD-1 RNA inh = 3

(cont.)
Compound,GRK2 inh,AGP1 TOR yeast,VLA-4 inh,CIT2-GFP yeast,Bcl-xL primary,MCL1-BIM inh,MEX-5 binding,Yeast superoxide,GLD-1 RNA inh
O=C(NCC1CC1)c1ccc2c3n(nc2c1)-c1ccccc1CO3,3,87,-4,77,5,-3,0.2,88,-5
CC(=O)c1ccc(S(=O)(=O)N(C)CC(=O)NCC2CCCCC2)cc1,0,100,22,99,2,-9,-0.5,99,12
Cc1ccc2nc(COc3ccc(Cl)cc3)cc(=O)n2c1,5,91,-7,88,4,6,-3.0,102,0
COC(=O)c1cccc(Cn2cc([N+](=O)[O-])cn2)c1,0,101,14,102,3,4,-0.8,115,4
CCc1ccc(C(=O)c2ccccc2C(=O)O)s1,3,95,10,88,1,-1,0.7,102,6
CSc1nccc(NC(=O)c2cccc(Br)c2)n1,3,30,13,106,2,0,-3.3,111,-2
O=C(NCCCN1CCOCC1)c1cc(-c2ccc(F)cc2)on1,2,105,-2,103,2,11,-0.7,111,-1
CCN(CC)S(=O)(=O)c1cc(NC(=O)c2cc([N+](=O)[O-])ccc2N2CCOCC2)ccc1C,1,90,4,119,-6,-13,-1.3,97,1
Cc1cc(C)cc(-n2ccnc2SCC(=O)Nc2ccc3c(c2)OCCO3)c1,0,96,11,90,2,-8,-0.6,82,-6
COc1ccc(CCNC(=O)C2=CCN(S(=O)(=O)c3ccc(F)cc3)CC2)cc1OC,3,96,9,95,-2,-6,-0.9,98,3
Cc1cc(-c2nnc(SCC(=O)NC3CC3)n2C(C)C)cs1,0,97,9,104,1,-1,1.7,112,5
CCn1c(NC(=O)c2ccc(COc3ccc(C)cc3[N+](=O)[O-])o2)nc2ccccc21,0,104,7,104,3,6,-1.1,99,7
Cc1cccc2c(=O)c(C(=O)NCCc3ccccc3)c[nH]c12,1,95,-9,75,7,8,-0.2,90,3
CCOC(=O)N1CCN(C(=O)c2cccn3c(=O)c4cc(Cl)ccc4nc23)CC1,0,100,4,95,2,-4,0.0,99,4
COc1ccc(C(=O)OCC(=O)Nc2ccc(N3CCOCC3)cc2)cc1OC,0,99,27,90,1,-4,·,116,-2

Compound,GRK2 inh,AGP1 TOR yeast,VLA-4 inh,CIT2-GFP yeast,Bcl-xL primary,MCL1-BIM inh,MEX-5 binding,Yeast superoxide,GLD-1 RNA inh
CCc1cc2cc3c(cc2nc1SCC(=O)Nc1cc(OC)c(OC)cc1C(=O)O)OCO3,0,94,-9,103,-2,-1,-2.4,109,-2
O=C(Nc1cccc(Cl)c1)c1ccc(NCC2CCCO2)c([N+](=O)[O-])c1 (stereo not given),0,103,10,105,0,5,0.4,89,5
COc1cccc(/C=N/NC(=O)c2ccc3nc[nH]c3c2)c1O,1,106,-4,109,0,-2,1.6,92,10
C[C@H]1[C@H](C)CC[C@]2(C(=O)O)CC[C@]3(C)C(=CC[C@@H]4[C@@]5(C)C[C@@H](O)[C@H](O)C(C)(C)[C@@H]5CC[C@]43C)[C@H]12,0,71,-56,66,0,-6,1.9,104,-5
COc1ccc(-c2sc3ccccc3c2C#CC2(O)CCCCC2)cc1,2,78,25,65,-1,-3,-0.3,111,-1
COc1ccc(CCNC(=S)N(C)C)cc1OC,3,106,-3,95,3,7,2.5,112,1
O=C(CCCCCCC(=O)NCc1ccccc1)NCc1ccccc1,0,102,20,102,0,5,-1.8,107,7
O=C(NC1CCCCC1)N1CCC(n2c(=O)[nH]c3ccccc32)CC1,0,103,38,104,2,-1,2.7,100,2
CCOc1ccc(-c2nnc3ccc(SCc4ccc(C(=O)OC)o4)nn23)cc1,6,104,-11,101,15,18,2.0,106,10
Cc1ccoc1C(=O)NCCNc1ccc(Cl)cc1[N+](=O)[O-],1,87,0,78,6,9,0.8,99,7
O=C(O)C1CCCCC1C(=O)Nc1ccc(F)c(F)c1 (stereo not given),0,91,6,95,-6,-14,-2.2,106,0
CC(C)(C)c1ccc(C(=O)NCC(=O)OCC(=O)Nc2ccc3c(c2)OCCO3)cc1,0,91,-3,94,-1,1,3.0,87,-12
CCOC(=O)CCCCC(=O)c1[nH]c(=O)[nH]c1CN1CCOCC1,3,99,14,99,5,8,-0.9,98,5
O=C(CSc1nnc(-c2ccncc2)n1CCc1ccccc1)N1CCCC1,2,103,-7,98,7,7,0.9,85,5
O=C(C1=C(O)C(=O)N(CCN2CCOCC2)C1c1ccc([N+](=O)[O-])cc1)c1cccs1 (stereo not given),1,99,5,102,6,7,-1.4,106,1
Cc1cc(NC(=O)CSc2nnc(Cn3c(=O)sc4ccccc43)n2-c2ccccc2C)no1,5,100,11,96,-3,-3,-2.6,118,5
